# Lipid storage S3: qHTS Assay for Lipid Storage Modulators in Drosophila S3 Cells; AID 2685; Potency in µM for hits, for the others lipid storage change, negative = inhibition, % at the top dose, mostly 46.1 µM; Drosophila S3 cells, BODIPY lipid droplet fluorescence, 18-24 h; cells fed with added oleic acid; hit rate 0.64% among 320,000; active means well fitted inhibition curve with a large enough effect in the signal ratio, with a control signal flat, not every such curve was filed as active; inconclusive means small, poorly fitted or top-dose-only effect, or effect the other way, or a change in a side signal; the % refers to the signal ratio
#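 Drosophila S3 cells loaded with oleic acid (400 uM, as added) and compounds at several concentrations; lipid droplets imaged by 488-nm laser-scanning cytometry, 500–530 nm intensity and object ratio to cell channel. Percent activity normalized to 20 uM Triacsin C.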
# Lipid storage S3 cell count max: also measured in Lipid storage S3; calls as there; cell number change, %; measured here: cell count max response;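 cells counted by Cell Tracker Red CMTPX staining in the red channel; peak over a dose series mostly up to 46.1 µM; percent activity relative to internal control wells on each plate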
# * hit, by the source's call; i = inactive; ? = inconclusive; nt = not tested or not shown; [ ] = remark or other dose. On the % scale 0 is the no-effect control and ±100 the full control effect; potency means the concentration at half of the fitted maximal effect. An excerpt; the hit share may differ from the screen's.
SMILES,Lipid storage S3,Lipid storage S3 cell count max
Cc1ccc(C(=O)Nc2ccccc2N2CCN(C(=O)C(C)C)CC2)cc1C,21.2%,-10.7
C#CCN(C)CCCOc1ccc(Cl)cc1Cl,?,nt
CCOc1ccc(C2Nc3ccccc3C(CC)(CC)O2)cc1 (stereo not given),?,nt
CCOc1ccc(N=Nc2ccc(O)c3ncccc23)cc1,?,nt
Cc1cccc(-n2c(N)c(-c3nc4ccccc4n3C)c3nc4ccccc4nc32)c1,?,nt
Cc1ccc(CSc2ccc(-c3cccs3)nn2)cc1,4.3%,nt
COC(=O)C1=C(C)N=C2SC(C)C(=O)N2C1c1ccc(C(=O)OC)cc1 (stereo not given),-12.1%,1.9
CCOc1ccc(OCCC(=O)OCC(=O)NCCc2ccc(S(N)(=O)=O)cc2)cc1,-11.2%,-3.8
Cc1cc(-c2ccc(Cl)cc2)oc(=O)c1NC(=O)c1ccccc1,4.6%,-10.4
CN1CCCC(OC(=O)/C(C#N)=C/c2ccccc2)C1 (stereo not given),?,nt
Cc1cc(C)cc(OCC(=O)Nc2nc3ccc([N+](=O)[O-])cc3s2)c1,2.5%,8.5
CC(C)(C)n1nc2c(c1NC(=O)c1cccc(C(F)(F)F)c1)CS(=O)C2 (stereo not given),?,nt
COC(=O)[C@@H](NC(=O)Nc1cc(Cl)ccc1C)C(C)C,11.3%,-6.9
CC(C)(C)c1ccc(OCC(=O)NNC(=S)NC(=O)c2ccco2)c(Br)c1,?,nt
CCCn1c(=O)c(C(=O)NCc2ccccc2OC)c(O)c2ccccc21,?,nt
CCCCC1=CC2=C(c3ccco3)C(=O)C(C)(OC(=O)c3ccc(OC)cc3)C(=O)C2=CN1CCCCO (stereo not given),?,nt
Cc1ccc(C(=O)CSC2=C(C#N)C(c3ccco3)CC(=O)N2)c(C)c1 (stereo not given),23.4%,0.8
NC(=O)CC(NC(=O)Cc1ccc(Br)cc1)c1ccc(NCc2ccc(F)cc2)c([N+](=O)[O-])c1 (stereo not given),?,nt
O=C(c1ccccc1)N1CCCc2ccccc21,-0.3%,0.7
CC(C)(Cc1ccc(O)cc1)NC(=O)CC(=O)N=Nc1c(O)[nH]c2ccc(Br)cc12,?,nt
CCOC(=O)c1c(-c2ccccc2)oc2ccc(O)c(CN3CCCC3)c12,21.8%,-16.5
O=C(O)Cn1c(O)c(C2=c3ccccc3=NC2=O)sc1=O,i,nt
Cc1ccccc1N1CCN(C2CCCN(C(=O)c3ccccn3)C2)CC1 (stereo not given),-8.7%,17.6
Cc1ccccc1C(=O)NNC(=S)NC(=O)c1ccc(Cl)cc1Cl,?,nt
CCN(CC(=O)Nc1ccccc1OC)C(=O)CC1CC2CCC1C2 (stereo not given),-2.1%,-5.9
O=C(c1ccc(N2CCOCC2)cc1)c1cccs1,?,nt
CCCCC1=CC2=C(c3ccco3)C(=O)C(C)(OC(=O)c3ccc(OC)cc3)C(=O)C2=CN1C1CC1 (stereo not given),-3.0%,0.7
COc1ccc(C)cc1NC(=O)CN(C)S(=O)(=O)c1ccc2c(c1)n(C)c(=O)c(=O)n2C,?,nt
CCOc1ccc(C2NC(=O)NC(C)=C2[N+](=O)[O-])cc1OC (stereo not given),?,nt
CC(NC(=O)CN(c1cccc(C(F)(F)F)c1)S(=O)(=O)c1ccc(Cl)c([N+](=O)[O-])c1)c1ccccc1 (stereo not given),?,nt
CCCCCN(C(=O)CCC(=O)OCc1ccc(Cl)cc1Cl)c1c(N)n(CCCC)c(=O)[nH]c1=O,-23.7%[0.0737 µM],nt
Cc1nccn1Cc1ccccc1,i,-4.2
CC(C)(C)C1CCc2onc(C(=O)NC3CCCC3)c2C1 (stereo not given),-5.8%,-15.0
O=C(Nc1cccc([N+](=O)[O-])c1)C1C2CCCCC21 (stereo not given),-16.3%,4.6
NNc1nc(Nc2ccccc2)nc(Nc2ccccc2)n1,?,nt
Cc1ccc(Cl)c(N/C=C/C(=O)c2ccccc2)c1,?,nt
O=C(NN=C1CCCCCCC1)c1ccc2ccccc2n1,?,nt
O=C(CNC(=O)C1CCCCC1)NCCCO,?,nt
COc1ccc(-c2nsc3c(N4CCN(S(=O)(=O)c5ccccc5)CC4)ncnc23)cc1,?,nt
CNc1c(NS(=O)(=O)c2cc(Cl)ccc2OC)c(=O)oc2ccccc12,?,nt
CCN(CC(=O)Nc1c(F)cccc1F)C(=O)CC1CCCC1,5.7%,21.7
Cc1sc2nc(CSCC(=O)Nc3ccc(N4CCOCC4)cc3)[nH]c(=O)c2c1C,5.0%,23.7
COc1ccc(C2(CNC(=O)/C=C/c3ccco3)CCCC2)cc1OC,?,nt
COc1cc2c(cc1OC)CN(C(=O)CSc1nc(C)cc(C)c1C#N)CC2,?,nt
C=CCN1C(=O)c2ccc(C(=O)N(CC)CC(=O)Nc3cc(Cl)ccc3C)cc2C1=O,?,nt
O=C(CCN1C(=O)c2ccccc2C1=O)NCCN1CCOCC1,?,nt
Cc1oncc1C(=O)Nc1ccc2ccccc2c1,i,-0.8
O=C(c1ccccc1)n1c(=O)c(F)cn(COCCBr)c1=O,?,nt
Cc1nnc(NC(=O)CCC(=O)N2CCN(CCc3ccccc3)CC2)s1,-1.8%,5.6
Cc1ccccc1NC(=O)Cc1c[nH]c2ccccc12,-15.2%,13.5
O=C(CC(=O)NC1CCCCC1)N/N=C/c1cccc2ccccc12,i,nt
COC(=O)CN(C#N)c1nc(C)cc(C)n1,-1.3%,1.7
Cc1cc(C(=O)CN2C(=O)NC3(CCCC3)C2=O)c(C)n1-c1ccc2c(c1)OCO2,?,nt
COc1ccccc1CCNS(=O)(=O)c1cc2c3c(c1)C(C)C(=O)N3CCC2 (stereo not given),?,nt
CC(=O)N(CCN1CCOCC1)Cc1cc2cc3c(cc2nc1Cl)OCO3,-7.8%,nt
Cc1ccc2c(c1)c1c3n2CCN(C(=O)CN2CCN(C)CC2)C3CCC1 (stereo not given),12.8%,1.3
CCC(=O)Nc1c(-c2ccccc2Cl)c(=O)c2ccccc2n1C,?,nt
CCc1ccc(N2CC(C(=O)NNC(=O)c3ccc(F)cc3)CC2=O)cc1 (stereo not given),23.0%,1.8
CN(C(=O)Nc1ccc(Cl)cc1)c1c2c(nn1C)CCCC2,14.3%,14.3
CCOc1cc(N2CCOCC2)c(OCC)cc1NC(=O)Cn1[nH]c(=O)c2ccccc2c1=O,?,7.3
# (next part)
SMILES,Lipid storage S3,Lipid storage S3 cell count max
O=C(Nc1ccc(C(=O)O)cc1)/C(=C\c1ccccc1)NC(=O)c1ccc(Br)cc1,i,11.9
O=S(=O)(NCC1CCCO1)c1ccc2oc3ccc(S(=O)(=O)NCC4CCCO4)cc3c2c1 (stereo not given),?,nt
COc1cc(/C=C2\SC(=S)N(CCCCC(=O)O)C2=O)ccc1OS(=O)(=O)c1ccc(C)cc1,20.6µM*,-25.4*
CC(C)CN(C(=O)C1CCCCC1)C1CCS(=O)(=O)C1 (stereo not given),?,nt
CCOC(=O)N1CCC(NC(=O)C2CCN(S(=O)(=O)c3cccc4cccnc34)CC2)CC1,i,nt
NS(=O)(=O)c1ccc(CCNC(=O)c2ccccc2-c2ccccc2)cc1,?,nt
Cc1cccc(CCNC(=O)CCc2c(C)nc3ncnn3c2C)c1,i,-0.1
CC1CCN(C(=O)CSc2nnc(-c3ccc(S(=O)(=O)N4CCOCC4)cc3)n2C)CC1,-10.9%,2.3
NC(=O)c1nsc(C(=O)N(c2ccccc2)C(C(=O)NCC2CCCO2)c2ccc(F)cc2)c1N (stereo not given),?,nt
Cc1cc(NC(=O)c2ccc(C)o2)no1,6.8%,19.9
CCc1ccc(OCC(=O)NC(=S)Nc2ccc(C(=O)O)cc2)cc1,?,nt
CC1=Nc2cccc3cccc(c23)N1C,?,nt
CCCCS(=O)CC(CS(=O)CCCC)OC(=O)c1ccc(C)cc1 (stereo not given),?,nt
CCCOc1ccc(C2C(=O)N(C3CCCCC3)CC(=O)N2CCC)cc1OC (stereo not given),19.2%,-0.2
COc1cc(C(=O)Nc2ccc(S(=O)(=O)NC(C)(C)C)cc2)cc(OC)c1OC,?,nt
c1ccc(CSc2ncn(-c3ccccc3)n2)cc1,13.0%,-8.3
Clc1ccc(SCc2cc(-c3ccc(Cl)cc3)on2)cc1,?,nt
COC(=O)c1ccc(N/C=C/C(=O)c2ccccc2)cc1,?,nt
CSc1ccc(S(=O)(=O)NCC(=O)OCC(=O)NCCc2ccccc2)cc1[N+](=O)[O-],?,nt
CCC(C)(C)NC(=O)C(c1ccc(O)cc1)N(Cc1ccco1)C(=O)CCC(=O)Nc1ccccn1 (stereo not given),?,nt

# As entered above.
# Value of CC1CCN(C(=O)CSc2nnc(-c3ccc(S(=O)(=O)N4CCOCC4)cc3)n2C)CC1 under Lipid storage S3 cell count max: 2.3
# Value of O=C(Nc1ccc(C(=O)O)cc1)/C(=C\c1ccccc1)NC(=O)c1ccc(Br)cc1 under Lipid storage S3 cell count max: 11.9

# Further results follow:
SMILES,Lipid storage S3,Lipid storage S3 cell count max
O=C(Nc1ccc(Cl)cc1)OCCn1nnnc1C(c1ccccc1Cl)N1CCOCC1 (stereo not given),?,nt
CN(CCC#N)C(=S)Nc1ccc(F)cc1,1.8%,-2.9
C=CCn1c(=S)[nH]c2sc3c(c2c1=O)CCC3,1.2%,-4.6
Cc1noc(C)c1COc1ccc(C(=O)OCC(=O)NC2CCCCC2C)cc1 (stereo not given),?,nt
CC1(C)CC(=O)C2=C(C1)N(c1ccc(Cl)cc1)C(=O)C2(O)C(F)(F)F (stereo not given),?,nt
C=CCn1c(SCc2c(F)cccc2Cl)nnc1-c1ccco1,?,nt
Oc1ccc(Nc2nc(-c3ccc(O)cc3)cs2)cc1,?,nt
CC(=O)c1cc(C#N)c(N2CCN(c3ccccc3)CC2)nc1C,13.1%,2.4
COC(=O)CSc1cc(SCC(=O)OC)c(C#N)c(SCC(=O)OC)c1,-15.3%,-25.1
NC(=O)c1cc2ccccc2o/c1=N\NC(=O)c1ccncc1,17.5%,nt
Cc1occc1-c1nnc(SCC(=O)Nc2nccs2)n1Cc1ccco1,?,nt
COc1cc2c(cc1NC(=O)c1ccc(C)c([N+](=O)[O-])c1)oc1ccccc12,1.5%,0.7
COc1cccc(C(=O)N2CCC(CCC(=O)Nc3cccc(C)c3)CC2)c1,i,nt
CC1=C(/C=N/Nc2ccc([N+](=O)[O-])cc2[N+](=O)[O-])C(C)(C)CCC1,?,nt
COCCCn1c(=O)cc(C)[nH]c1=S,-6.0%,14.6
COc1ccc(Cl)cc1NC(=O)CN(C)CC(=O)NC(C)c1ccccc1 (stereo not given),i,nt
O=C(NCc1ccncc1)c1ccc(Br)o1,13.2%,-3.1
CSc1nsc(SCC(=O)Nc2cc(C(=O)O)ccc2C)n1,?,nt
CN(C)S(=O)(=O)Nc1ccc(Oc2ccccc2)cc1,i,-5.0
O=C(Cc1ccc(Cl)cc1)N1CCOCC1,?,nt
Cc1ccc(NC(=O)CNCC2CCCCC2)cc1S(=O)(=O)N(C)C,-3.1%,11.1
Cc1cc(C)n(/N=C/c2ccc(C(C)C)cc2)c(=O)c1C#N,?,nt
Cc1nc2c(c(C)nn2-c2ccccc2)c(C)c1CCC(=O)Nc1ccc(CN2CCCC2)cc1,?,nt
CCn1c(COc2ccccc2)nnc1SCc1ccc(C#N)cc1,?,nt
O=C(NNC(=O)c1ccc(Br)s1)c1ccc(F)c(S(=O)(=O)N2CCOCC2)c1,?,nt
COc1ccc(N(CC(=O)N2CCN(c3ccccc3F)CC2)S(=O)(=O)c2c(C)n[nH]c2C)cc1,?,nt
CCC(C)[C@H](NC(=O)c1cc2cc(Cl)ccc2n1C)C(=O)N1CCC[C@H]1C(=O)O (stereo not given in full),?,nt
Cc1cc(C)cc(OCc2nnc(SCC(=O)OC3CCCCC3)o2)c1,?,nt
Cc1ccc(S(=O)(=O)NCCCn2ccnc2)cc1,18.6%,-11.2
O=C(NCc1ccc2c(c1)OCO2)c1ccc(-c2ccc(Cl)cc2)o1,?,nt
O=C(Nc1ccccc1O)c1csc2c1CCCC2,-17.7%,-0.2
CCOc1ccc(NC(=O)NC2(C(=O)NCc3ccco3)CCCCC2)cc1,?,nt
Brc1ccc(CSc2nnc(-c3cccnc3)o2)cc1,24.4%,-2.1
CCc1noc(C)c1C(=O)N1CCCC(C(=O)c2cc(F)ccc2F)C1 (stereo not given),13.8%,-0.9
Fc1ccc(C(c2nnnn2Cc2ccccc2)N2CCSCC2)cc1 (stereo not given),?,nt
O=C(NC1CC2CCC(C1)N2Cc1ccccc1)c1cccc(F)c1 (stereo not given),13.8%,3.0
CC1=C(C(=O)OC2CCCCC2)C(c2ccc(F)cc2)NC(=O)N1 (stereo not given),i,3.7
CN(C(=O)COC(=O)CNC(=O)C1CCCCC1)c1ccccc1,?,nt
O=C(CSc1ccc2nnc(-c3cccnc3)n2n1)NCc1ccco1,?,nt
CC(=O)N1N=C(c2ccc(C(C)(C)C)cc2)OC1(C)C,?,nt

# Whole records as entered above. Values in the order: Lipid storage S3 | Lipid storage S3 cell count max
# Cc1cc(C)n(/N=C/c2ccc(C(C)C)cc2)c(=O)c1C#N is listed with ? | nt
# CC1=C(C(=O)OC2CCCCC2)C(c2ccc(F)cc2)NC(=O)N1 (stereo not given) is listed with i | 3.7
# CCn1c(COc2ccccc2)nnc1SCc1ccc(C#N)cc1 is listed with ? | nt
# O=C(Nc1ccccc1O)c1csc2c1CCCC2 is listed with -17.7% | -0.2

# Assay outcomes (PubChem BioAssay)
